SIAE inh = human SIAE inhibitors, primary screen, biochemical, fluorescence polarization, FP-Rh probe, 1536-well HTS; Sialate O-acetylesterase (Homo sapiens), Q9HAT2; SIAE FP-Rh probe binding; inhibition, % at 9.66 µM; hit rate 0.69% among 370,000; AID 1053197, 2014;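 active = inhibition above a cutoff: mean of compounds within the control limits plus 3 SD of those, cut at about 17% in these data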;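 also: 0% = plate median of compound wells and 100% = probe without SIAE protein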
mABHD4 FP = ABHD4 inhibitors, primary screen, biochemical, fluorescence polarization, mouse; (Lyso)-N-acylphosphatidylethanolamine lipase (Mus musculus), Q8VD66; purified mABHD4, FP-Rh probe fluorescence polarization; inhibition, % at 8.92 µM; hit rate 0.54% among 370,000;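 active = inhibition exceeding the mean over every tested compound plus 3 SD, cut at about 30% in these data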;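 also: 0% = plate median of compound wells and 100% = S159A mutant with DMSO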
Target sequence (Q8VD66 whole entry, looked up): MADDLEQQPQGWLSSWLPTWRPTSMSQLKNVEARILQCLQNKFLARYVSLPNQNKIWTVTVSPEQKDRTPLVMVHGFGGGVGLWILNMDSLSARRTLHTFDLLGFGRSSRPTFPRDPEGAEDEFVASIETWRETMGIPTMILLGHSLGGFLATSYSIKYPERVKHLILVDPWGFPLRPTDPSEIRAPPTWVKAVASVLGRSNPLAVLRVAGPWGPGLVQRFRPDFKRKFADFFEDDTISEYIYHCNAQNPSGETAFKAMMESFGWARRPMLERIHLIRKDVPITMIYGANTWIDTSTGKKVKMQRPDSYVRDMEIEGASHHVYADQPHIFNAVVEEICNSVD
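Test system: mouse ABHD4 enzyme, wild type. Reagent: FP-Rh fluorescent activity-based probe, added after compound pre-incubation. Timing: pre-incubation 45 min, probe exposure 60 min, at 25 °C. Technique: FP readout, ex 525 nm / em 598 nm. Benchmarks: high control S159A mutant with DMSO, low control median of compound wells.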
PRMT1 inh = PRMT1 methyltransferase inhibitors, primary screen, biochemical, fluorescence polarization. AID 652257, 2013. Protein arginine N-methyltransferase 1 (Homo sapiens), Q99873. hit rate 1.3% among 370,000. inhibition, % at 2.79 µM. recombinant PRMT1, activity-based probe fluorescence polarization;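 active = inhibition above about 21% made by adding two undisclosed values, limit read from the data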
Target sequence (Q99873 whole entry, looked up): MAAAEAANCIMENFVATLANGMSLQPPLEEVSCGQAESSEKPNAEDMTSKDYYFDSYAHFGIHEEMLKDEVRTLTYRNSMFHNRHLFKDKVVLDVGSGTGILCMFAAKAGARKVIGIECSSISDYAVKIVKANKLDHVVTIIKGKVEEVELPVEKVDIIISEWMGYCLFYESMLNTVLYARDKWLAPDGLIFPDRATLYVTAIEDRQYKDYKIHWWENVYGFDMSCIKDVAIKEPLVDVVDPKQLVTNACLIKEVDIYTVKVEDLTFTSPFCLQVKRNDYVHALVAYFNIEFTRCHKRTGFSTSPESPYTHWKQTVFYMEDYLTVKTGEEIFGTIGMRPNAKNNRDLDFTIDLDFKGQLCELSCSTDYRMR
rCAG binder = binders of r(CAG) RNA repeats, primary screen, biochemical, fluorescence; inhibition, % at 3 µM; hit rate 1.3% among 370,000; r(CAG) RNA repeat, TO-PRO-1 dye displacement fluorescence; AID 651821, 2012;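 active = inhibition above the plate cutoff, the mean of all test compounds on that plate plus 3 SD, cut at about 35% in these data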;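 also: 0% = DMSO alone and 100% = 100 µM mitoxantrone as full dye displacement; higher means more dye released from RNA so lower well fluorescence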
LEDGF integ inh = blockers of LEDGF/p75-dependent integrase strand transfer – biochemical, TR-FRET, high throughput, primary screen; HIV-1 integrase (with human LEDGF/p75); TR-FRET IN-LEDGF/p75 DNA integration, Eu/Cy5; inhibition, % at 3.7 µM; hit rate 0.64% among 370,000;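 active = inhibition above the screen-wide mean plus 3 SD, cut at about 13% in these data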;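 also: signal is the Cy5 over europium emission ratio at 671 and 618 nm; 0% = plate median of compound wells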
GC-B act = human GC-B receptor activators, primary screen, HEK293 GC-B cells, cGMP TR-FRET, EC30 CNP; Atrial natriuretic peptide receptor 2 (Homo sapiens), P20594; activation, % at 10 µM; 0% at EC30 CNP, 100% saturating CNP; hit rate 0.11% among 370,000;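 active = activation at 10 µM reaching about 35% in either raw or pattern-adjusted values, limit read from the data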
TCR-CD3 inh = inhibitors of human TCR-CD3 interaction, primary screen, biochemical, fluorescence, TAMRA-labeled TCR probe | hit rate 0.37% among 360,000 | AID 651800, 2012 | inhibition, % at 9.4 µM | T-cell receptor (TCR); in the data active = inhibition above about 19%;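 also: recombinant mutant TCR 2C K166C tagged with TAMRA read by polarization; 0% = receptor in buffer alone and 100% = receptor with positive control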
TDP2 absorb = human TDP2 enzyme inhibitors, primary screen, biochemical, epi absorbance, recombinant enzyme; Tyrosyl-DNA phosphodiesterase 2 (Homo sapiens), O95551; T5PNP hydrolysis, p-nitrophenol absorbance 415 nm; inhibition, % at 12.8 µM; hit rate 0.34% among 370,000;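 active = inhibition above the mean of all tested compounds plus 3 SD, set per campaign, cut at about 25% in these data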;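 also: 0% = DMSO with enzyme and 100% = buffer with substrate but no TDP2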
Target sequence (O95551 whole entry, looked up): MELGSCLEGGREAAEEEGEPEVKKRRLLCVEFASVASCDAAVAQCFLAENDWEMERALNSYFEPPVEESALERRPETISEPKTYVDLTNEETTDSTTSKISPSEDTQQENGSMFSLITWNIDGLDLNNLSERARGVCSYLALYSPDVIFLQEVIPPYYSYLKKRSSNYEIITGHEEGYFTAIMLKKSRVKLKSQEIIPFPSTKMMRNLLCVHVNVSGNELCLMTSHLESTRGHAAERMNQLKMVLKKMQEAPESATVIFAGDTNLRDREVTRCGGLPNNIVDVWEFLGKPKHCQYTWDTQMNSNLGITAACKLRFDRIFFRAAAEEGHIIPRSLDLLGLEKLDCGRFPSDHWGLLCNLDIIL
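Assay system: Recombinant human TDP2 | Quantity: 120 nM TDP2 per well | Incubation: 2 h at 37 °C | Signal: Epi absorbance | Evaluation: Percent inhibition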
HTRA1 inh = HTRA1 serine protease inhibitors, primary screen, biochemical, fluorescence polarization, HTS. hit rate 0.5% among 340,000. inhibition, % at 5.96 µM. recombinant HTRA1, FP-rhodamine activity-based probe; in the data active = inhibition above about 36%;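 also: 0% = enzyme with DMSO and 100% = wells lacking enzyme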
MBD2 inh = inhibitors of MBD2 binding to methylated DNA, primary screen, biochemical, TR-FRET, DNA-binding domain, human. Methyl-CpG-binding domain protein 2 (Homo sapiens), Q9UBB5. MBD2 binding to methylated oligonucleotide. inhibition, % at 4.4 µM. hit rate 0.31% among 370,000. AID 686964, 2013; in the data active = inhibition above about 13%
* hit, by the source's call; . = not tested or not shown. These rows are one share of the data. The share of hits here may be higher or lower than overall.

molecule | SIAE inh | TDP2 absorb | mABHD4 FP | HTRA1 inh | LEDGF integ inh | TCR-CD3 inh | GC-B act | rCAG binder | MBD2 inh | PRMT1 inh
COC(=O)C1=C(C)N(CC(C)C)C(=S)NC1c1cccc(OC)c1 (stereo not given) | 4 | 5 | 2 | . | -3 | -5 | -8 | -1 | 1 | 2
COc1cccc(NC(=O)[C@@H]2CCCN2C(=O)C2CCN(S(=O)(=O)c3ccc(C)cc3)CC2)c1 | 12 | -8 | 5 | -5 | 5 | 1 | 5 | -1 | -7 | -3
O=C(CN1C(=O)c2ccccc2C1=O)Nc1sc2c(c1C(=O)NCc1ccco1)CCCC2 | -7 | 6 | -10 | -25 | -1 | 4 | 5 | 10 | 4 | 1
CCSc1nnc(NC(=O)CCN2C(=O)C3CCCCC3C2=O)s1 (stereo not given) | 4 | 6 | 8 | 3 | -2 | -11 | -1 | 1 | 2 | 2
Cc1ccc(S(=O)(=O)N2CCOCC2)cc1C(=O)OC(C)C(=O)c1ccccc1 (stereo not given) | 0 | 2 | -5 | -6 | -1 | -4 | 0 | -4 | -2 | -2
CCCCC1CCC(C(=O)Nc2ccc(N3CCOCC3)cc2N2CCOCC2)CC1 (stereo not given) | -2 | -18 | -1 | 4 | 4 | -5 | 2 | 0 | -7 | -2
CC(C)(C)c1nc(C(C)(C)C)c(Br)c(=O)[nH]1 | 0 | 3 | 0 | 4 | -4 | -1 | 5 | -6 | 2 | -1
CC1CN/C(=C\C(=O)c2ccc(Cl)cc2)C(=O)N1 (stereo not given) | -6 | -4 | 4 | 2 | 0 | 3 | -7 | -2 | 1 | -3
CCOc1ccccc1NC(=O)C(=O)N/N=C/c1ccc([N+](=O)[O-])cc1 | -2 | 2 | 1 | 6 | -2 | -6 | -6 | 0 | -2 | 7
CN1c2ccccc2C(C)(C)C12CC(c1cccc(S(=O)(=O)N3CCCC3)c1)=NO2 (stereo not given) | -1 | 5 | 7 | 3 | 0 | -3 | 7 | -1 | -6 | -4
CCN1CCc2c(sc(N)c2C#N)C1 | -18 | -6 | -9 | 3 | -2 | 1 | 3 | 0 | -2 | 4
CCn1c(/C=C/c2ccccc2)nc2ccccc21 | -1 | 0 | -7 | -12 | 1 | -2 | -8 | 1 | 1 | 0
CCN(CC)S(=O)(=O)c1ccc(NS(=O)(=O)c2ccc(OC)c([N+](=O)[O-])c2)cc1 | -9 | -2 | 5 | -2 | -2 | 5 | 2 | 42* | 1 | -1
COC(=O)C1C(=O)C2=C(CC1C)NC(C)=C(C(=O)OC1CCCC1)C2c1ccc(N(C)C)cc1 (stereo not given) | -3 | 6 | -4 | -7 | 1 | -9 | -3 | 6 | 1 | 3
O=C(C1CCCO1)N1CCN(C(=S)Nc2ccc(F)cc2)CC1 (stereo not given) | 3 | 1 | -8 | 0 | 0 | -4 | 6 | 4 | 4 | 0
N#CC1(NC(=O)CSc2nc3ncc(Cl)cc3[nH]2)CCCCC1 | 4 | 0 | 2 | -4 | 2 | 4 | 5 | 5 | -3 | -1
CCc1nccn1CCC(=O)N1CCc2c([nH]c3ccccc23)C1CC(C)C (stereo not given) | 6 | -12 | 1 | 4 | 4 | 6 | 8 | -3 | 4 | -4
C/C(=C(/CCO)SSCC1CCCO1)N(C=O)Cc1cnc(C)nc1N (stereo not given) | 0 | -19 | -50 | -2 | 6 | -3 | 3 | 4 | -2 | 24*
C=CCN(Cc1nc(-c2cc(OC)c3c(c2)OCO3)oc1C)C1CCS(=O)(=O)C1 (stereo not given) | 4 | 9 | -5 | -2 | 5 | 9 | 1 | -3 | 5 | -2
C=C(C)C1Cc2c(C)nn(-c3ccccc3)c2C1 (stereo not given) | -6 | -11 | -16 | -3 | 3 | -2 | 4 | 3 | 2 | 5

Results in mABHD4 FP and MBD2 inh, for some of the entries so far:
SMILES	mABHD4 FP	MBD2 inh
CCCCC1CCC(C(=O)Nc2ccc(N3CCOCC3)cc2N2CCOCC2)CC1 (stereo not given)	-1	-7
CC(C)(C)c1nc(C(C)(C)C)c(Br)c(=O)[nH]1	0	2

Remaining list, next part.
molecule | SIAE inh | TDP2 absorb | mABHD4 FP | HTRA1 inh | LEDGF integ inh | TCR-CD3 inh | GC-B act | rCAG binder | MBD2 inh | PRMT1 inh
CCOC(=O)c1cc(C(C)C)sc1NC(=O)COC(=O)c1nccnc1N | 0 | 3 | 3 | -1 | -2 | -3 | -3 | 3 | 2 | 2
Cc1cc(C)cc(OCC(=O)NCC2CCCO2)c1 (stereo not given) | 7 | 1 | 2 | -2 | -4 | -5 | 4 | -5 | 3 | 5
Cc1c(NC(=O)c2cc(-c3ccco3)on2)c(=O)n(-c2ccccc2)n1C | -6 | 1 | 4 | 4 | 1 | 5 | 2 | 8 | 3 | 5
CCc1nc2ccc(C(=O)NCCNC(C)=O)cn2c1N(CCC(C)C)CCN(C)C | 5 | 9 | -8 | . | 2 | -4 | 1 | -1 | 1 | 6
C/C(Cn1cnc([N+](=O)[O-])n1)=N/NC(=O)COc1c(Cl)cc(Cl)cc1Cl | 2 | 3 | 4 | -4 | 0 | -2 | 1 | -3 | 6 | -1
CCCCOc1ccc(C(=O)NCC2(c3ccccc3)CCOCC2)cc1 | 2 | -2 | -1 | -6 | 2 | 7 | 3 | -6 | 3 | 2
COC(=O)c1cc(CNC(=O)c2ccccc2OCc2c(C)noc2C)ccc1OC | 5 | 5 | -5 | 6 | 1 | 8 | 0 | -8 | -3 | 0
Cn1c(N2CCOCC2)c(C=O)c2ccccc21 | 6 | -11 | 5 | -2 | 2 | -6 | -1 | 0 | -3 | -5
O=C(c1cc(=O)[nH]c2ccccc12)N(Cc1nnc(-c2ccccc2Cl)o1)C1CC1 | -3 | -17 | -10 | -6 | 4 | -6 | 3 | 2 | -5 | -5
COCCN(C(=S)Nc1cccc(C)c1)C(C)c1cccs1 (stereo not given) | -1 | 4 | 2 | 5 | 0 | -2 | 2 | 0 | 2 | 0
Cc1cccc(NC(=S)NC(=O)C(c2ccccc2)c2ccccc2)n1 | 3 | 5 | -2 | -1 | -1 | 1 | -6 | 3 | -1 | -3
Cn1c(NC(=O)/C=C/c2ccccc2)cc(=O)n(C)c1=O | -1 | 2 | 4 | -4 | -3 | 3 | -5 | -1 | -5 | 0
CN(C(=O)c1cccc(NC(=O)Cc2ccc(NC(=O)C3CCN(S(=O)(=O)c4cccc([N+](=O)[O-])c4)CC3)cc2)c1)C1CCC1 | -23 | -14 | -27 | -15 | 2 | -5 | 0 | 15 | -1 | -6
CCOC(=O)c1ccc(Oc2cc(C)nc(Cl)n2)cc1 | -1 | -2 | -2 | 7 | 0 | 2 | 3 | -4 | 1 | 3
O=C(Cc1sc(-c2ccccc2Cl)nc1-c1ccccc1)Nc1ccccc1 | -6 | 4 | 1 | 0 | 2 | 0 | 0 | 3 | -3 | 0
Cc1sc2ncnc(N3CCC(C(=O)Nc4nnc(SCc5ccccc5F)s4)CC3)c2c1C | -5 | -9 | -4 | -4 | -2 | 3 | -1 | 2 | -3 | -2
C=CCn1c(SCC(=O)Nc2cccnc2Cl)nnc1-c1ccc(C(C)(C)C)cc1 | 3 | 2 | -6 | -5 | 4 | 6 | 2 | -7 | 2 | -3
Cc1ccc(COc2ccc(C(=O)NN)cc2)cc1 | -4 | 3 | -4 | -3 | -8 | -10 | -6 | 3 | -1 | 1
CCCNC(=O)NC1CCCc2ccccc21 (stereo not given) | 1 | -5 | 0 | 5 | -2 | 10 | 3 | 0 | -4 | 2
COc1cc([C@@H]2OC[C@@H]3[C@H]2CO[C@@H]3c2ccc3c(c2)OCO3)ccc1O | 3 | -9 | 5 | -3 | 2 | -2 | 1 | 2 | -2 | 4

Reprinted from the part before: 2 compounds, then new ones.
molecule | SIAE inh | TDP2 absorb | mABHD4 FP | HTRA1 inh | LEDGF integ inh | TCR-CD3 inh | GC-B act | rCAG binder | MBD2 inh | PRMT1 inh
CCCNC(=O)NC1CCCc2ccccc21 (stereo not given) | 1 | -5 | 0 | 5 | -2 | 10 | 3 | 0 | -4 | 2
COc1cc([C@@H]2OC[C@@H]3[C@H]2CO[C@@H]3c2ccc3c(c2)OCO3)ccc1O | 3 | -9 | 5 | -3 | 2 | -2 | 1 | 2 | -2 | 4
O=C(Nc1nc2c(s1)CCc1ccccc1-2)c1cccs1 | -3 | -1 | -12 | -31 | 1 | 2 | -13 | 5 | -2 | 0
N#Cc1nnn2c1nc(N)c1c(F)cccc12 | 2 | -1 | 1 | 7 | 1 | -3 | 3 | 0 | -5 | 0
O=C(COC(=O)CSc1ccc([N+](=O)[O-])cc1)NCCc1ccccc1 | -3 | 6 | -5 | 2 | -7 | -4 | -10 | -3 | 2 | 3
Cc1ccc(Cc2c(-c3ccc(C)cc3)nc3c4ccccc4ccn23)cc1 | -7 | -12 | -1 | -35 | 1 | -2 | 22 | 3 | 1 | -4
CCOc1ccc2cc(S(=O)(=O)N3CCCCC3)ccc2c1 | 4 | 0 | 1 | 1 | 0 | -4 | -2 | -2 | 3 | 1
CCOC(=O)CN1C(=O)S/C(=C/C=C/c2ccc(N(C)C)cc2)C1=O | -68 | -6 | -51 | -32 | -1 | -20 | -9 | 0 | -6 | -2
Cc1cc(C)c(C#N)c(N2CCCC2)n1 | 1 | 11 | -6 | -1 | 3 | 5 | 3 | -1 | 0 | 1
Cc1ccc(C23CC4CC(CC(C(=O)NCC(=O)O)(C4)C2)C3)cc1 | 1 | -18 | 0 | 3 | 3 | -2 | 1 | 11 | -4 | 0
Cn1c(=O)c2c(nc3n2CC(COc2ccc(Cl)cc2)O3)n(C)c1=O (stereo not given) | -1 | 2 | -3 | 0 | 0 | 5 | -8 | -5 | -1 | 0
CSc1nsc(SC)c1NC(=O)Nc1ccccn1 | -3 | -4 | 0 | 0 | -1 | 1 | -2 | 0 | 0 | 1
CCOC(=O)C1CCCN(C(=O)c2ccc(NC(=O)CC3SC(N4CCCC4)=NC3=O)cc2)C1 (stereo not given) | -1 | 16 | 2 | 5 | -3 | 7 | -7 | -7 | 1 | -1
COc1ccc(NC(=O)CC2C(=O)N(c3ccccc3)C(=O)N2CCc2cccs2)cc1 (stereo not given) | 0 | 8 | -4 | -9 | 3 | 12 | 0 | -3 | -5 | -2
COc1ccc(-c2c(C(=O)c3ccccc3)[nH]c(N)c2C(N)=O)cc1OC | 5 | 3 | 7 | . | -4 | -1 | 3 | 3 | 2 | 3
